# Screens: PubChem BioAssay, Sanford-Burnham Center for Chemical Genomics
# Jurkat NFkB inh – lowers PMA/ionomycin-induced NF-kB signal in Jurkat cells | AID 435003 | inhibition, % at 4 µM | hit rate 0.53% among 330,000 | PMA/ionomycin-induced NF-kB luciferase reporter, luminescence
# Apaf-1 inh – human Apaf-1 inhibition; O14727; inhibition, % at 20 µM; reconstituted apoptosome caspase-3 activity, DEVD-Rh110 fluorescence; hit rate 0.71% among 330,000; active = inhibition of at least 40% at 20 µM;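 note: plate controls were DMSO wells for no effect and DEVD-CHO caspase inhibitor wells for full effect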
#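 Assay system – apoptosome proteins · Medium – Hepes buffer, pH 7.5 · Also added – cytochrome c with DEVD-Rh110 · Timing – 30 min compound preincubation, 50 min activation, room temperature · Detection – Rh110 fluorescence, excitation 480 nm, emission 540 nm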
# SENP8 block – inhibitors of human SENP8 protease. hit rate 1.2% among 330,000. purified SENP8, Z-RLRGG-aminoluciferin cleavage, luminescence. AID 2540. Q96LD8. inhibition, % at 10 µM
# Target sequence (Q96LD8 whole entry, looked up): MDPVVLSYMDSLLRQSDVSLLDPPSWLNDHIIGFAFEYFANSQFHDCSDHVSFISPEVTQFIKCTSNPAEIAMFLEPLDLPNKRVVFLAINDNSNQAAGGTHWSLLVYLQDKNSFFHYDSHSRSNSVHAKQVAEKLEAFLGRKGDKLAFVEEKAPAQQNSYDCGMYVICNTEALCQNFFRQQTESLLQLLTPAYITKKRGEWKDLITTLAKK
# EBI2 block – antagonists of human EBI2 receptor; P32249; EBI2 beta-arrestin recruitment, luminescence, 7a,25-OHC stimulated; inhibition, % at 5 µM; hit rate 0.81% among 360,000; AID 651636; in the data active = inhibition above about 38%;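 note: enzyme fragment complementation signal reports receptor beta-arrestin coupling in cells; 0% = agonist plus DMSO wells and 100% = wells without agonist; some results beyond the cut were filed as inactive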
# Target sequence (P32249 whole entry, looked up, the tested form may be a part): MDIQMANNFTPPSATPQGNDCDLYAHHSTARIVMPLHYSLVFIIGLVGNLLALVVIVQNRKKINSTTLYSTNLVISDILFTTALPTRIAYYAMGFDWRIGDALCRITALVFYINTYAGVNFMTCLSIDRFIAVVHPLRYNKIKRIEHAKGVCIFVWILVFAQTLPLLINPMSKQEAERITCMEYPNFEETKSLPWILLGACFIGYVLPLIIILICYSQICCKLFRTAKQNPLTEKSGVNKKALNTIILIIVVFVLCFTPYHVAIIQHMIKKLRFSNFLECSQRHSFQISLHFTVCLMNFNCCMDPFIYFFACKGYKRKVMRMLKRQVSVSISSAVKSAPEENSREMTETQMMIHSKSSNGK
# UBC13 polyUb – inhibitors of human UBC13 polyubiquitin chain formation; P61088; AID 485273; hit rate 0.47% among 330,000; inhibition, % at 20 µM; TR-FRET; in the data active = inhibition above about 45%, passing the limit was not always enough; inconclusive = no clear call, values can overlap the other calls
# Gli-Sufu antag – blocks Gli-Sufu signaling in a luciferase reporter | Sufu-KO-LIGHT fibroblasts, Gli luciferase reporter luminescence | inhibition, % at 5 µM | hit rate 0.74% among 340,000;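 active = inhibition above about 55%, limit read from the data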;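 note: 0% = DMSO-treated cells and 100% = wells with medium but no cells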
# CCR6 antag – blocks CCL20-driven beta-arrestin recruitment at human CCR6. hit rate 0.49% among 340,000. P51684. CHO-K1 CCR6 PathHunter beta-arrestin, luminescence, CCL20-stimulated. AID 493098. inhibition, % at 20 µM;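 active = compounds whose inhibition of the agonist-driven luminescence signal at 20 µM reaches about 50%, limit read from the data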;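 note: cells stimulated with CCL20 at 14 nM final; plate controls were DMSO with CCL20 for no effect and DMSO without agonist for full effect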
# Target sequence (P51684 whole entry, looked up): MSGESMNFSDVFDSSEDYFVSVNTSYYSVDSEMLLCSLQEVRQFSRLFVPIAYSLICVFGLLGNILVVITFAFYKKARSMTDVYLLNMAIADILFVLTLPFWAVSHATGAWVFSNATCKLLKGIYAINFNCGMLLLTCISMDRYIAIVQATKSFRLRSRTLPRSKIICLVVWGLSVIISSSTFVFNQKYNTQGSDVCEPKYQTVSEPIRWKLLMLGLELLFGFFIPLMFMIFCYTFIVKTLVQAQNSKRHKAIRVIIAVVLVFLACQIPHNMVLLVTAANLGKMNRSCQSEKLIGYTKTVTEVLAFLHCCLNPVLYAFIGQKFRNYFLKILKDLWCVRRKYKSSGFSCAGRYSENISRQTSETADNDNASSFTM
# 697 NFkB inh – inhibitors of the PMA/ionomycin-induced NF-kB reporter in 697 B cells; hit rate 0.33% among 330,000; inhibition, % at 4 µM; 697 B-cell NF-kB luciferase reporter, 16 h; in the data active = inhibition above about 35%
# * hit, by the source's call; ? = inconclusive; / = not tested or not shown. Cut-off read from the data, not from the text of the source, unless noted: active = inhibition above about 50%; inactive = the rest. Only part of the results is shown (hit frequency here may not be typical).
SMILES,Jurkat NFkB inh,Apaf-1 inh,SENP8 block,EBI2 block,UBC13 polyUb,Gli-Sufu antag,CCR6 antag,697 NFkB inh
COc1cc(OC)c2c(-c3ccccc3)cc(=O)oc2c1C(CC(=O)N1CCOCC1)c1ccc2c(c1)OCO2 (stereo unspecified),-2,18,-6,8,3,-4,19,20
CC(=O)NC(Cc1cc(C)ccc1C)C(=O)N1CCN(C(=O)c2ccc([N+](=O)[O-])cc2)CC1 (stereo unspecified),8,-17,-6,-3,4,-2,16,12
S=c1sc2c(N3CCOCC3)ncnc2n1-c1ccccc1,-34,1,2,-5,-1,-22,-5,-20
CN(C)c1ccc(C2N(C)C(=O)c3ccccc3N2C)cc1 (stereo unspecified),-10,10,1,-3,14,7,-11,-16
Cc1cccc(NC(=O)c2ccc(S(=O)(=O)N3CCCC3)cc2)c1C,7,2,-15,-6,4,38,11,14
Cc1ccccc1OCC(=O)NNC=O,-5,6,-10,-8,-3,-9,-4,-11
O=C(Nc1ccon1)c1cc2c(s1)CCCC2,-157,-16,84*,-6,2,-81,-4,-13
CN=C(Nc1ccccc1OC)SC1CC(=O)N(c2ccc(C(=O)OC)cc2)C1=O (stereo unspecified),-8,13,-12,1,-5,15,-6,9
COc1ccc2c(C)cc(SCc3c(C)noc3C)nc2c1,5,16,1,3,?,4,6,-15
O=C(C1CCN(c2nnc(-n3cccc3)s2)CC1)N1CCN(Cc2ccc3c(c2)OCO3)CC1,24,4,6,14,1,1,3,-25
Cn1c(=O)c2c(ncn2CC(=O)Nc2cccc(S(=O)(=O)Nc3ccccc3F)c2)n(C)c1=O,4,-21,5,2,1,-2,-2,-4
Cc1occc1C(=O)N1CCC2(CCCN(Cc3ccc(F)c(F)c3)C2)C1 (stereo unspecified),11,16,9,10,2,-2,19,11
Cc1cc(=O)oc2c3c(cc(OCC(=O)N4CCC[C@H]4C(=O)O)c12)OC(C)(C)CC3,7,-11,-2,4,17,-3,2,10
Cc1cc(NC(=O)COc2ccc(F)c(Cl)c2)no1,13,2,-1,-11,0,1,-20,-2
COCCn1c(SCC(=O)Nc2ccccc2C(F)(F)F)nc2ccccc2c1=O,-6,0,-10,-5,-15,7,14,-40
O=C(Cn1c(=O)cnc2ccccc21)NC1CCC(O)CC1 (stereo unspecified),8,3,11,-12,2,-11,-4,15
COc1cccc(CN(C)C(=O)CNC(=O)c2sc3ccccc3c2Cl)c1OC,-5,13,-11,0,-3,-5,11,-16
CC(=O)Nc1cc(C(=O)N2CCOCC2)ccc1S(=O)(=O)c1ccc(C)cc1,-7,-4,8,0,1,-22,12,-33
CCN(C(=O)COC(=O)c1c(C)c(-c2ccccc2)nc2ccccc12)C1CCS(=O)(=O)C1 (stereo unspecified),0,-12,0,-6,13,3,10,1
COc1ccc(CC(=O)n2[nH]c(=O)ccc2=O)cc1OC,3,-5,2,-11,-3,-3,-5,17
Nn1c(Cc2ccccc2F)nnc1SCn1nnc2ccccc2c1=O,2,2,-5,-10,0,2,3,-7
CCOc1ccc(NC(=O)CN2C(=O)COc3ccccc32)cc1,-9,-16,-12,-1,5,/,1,0
Cc1ccccc1CSCc1nc(N)nc(Nc2ccccc2C)n1,-1,9,2,1,6,-28,-7,-26
CC(=O)/C(=N\Nc1ccc(Cl)cc1Cl)Sc1nnc(-c2ccccc2)n1-c1ccccc1,10,-4,-6,9,-6,4,27,-10
CSc1nnc(C)c(=O)n1COC(=O)COc1ccccc1C,13,-10,3,-5,1,-6,8,0
Cc1cccc(NC(=O)CN2C(=O)COc3ccc(Cl)cc32)c1C,25,-5,0,-3,7,11,5,14
Cc1cc(C)n2nc(C(=O)Nc3ccc4c(c3)CCC4)nc2n1,-52,7,-12,-8,-8,/,-11,-25
Clc1ccccc1N1CCN(Cc2ccco2)CC1,-25,13,-6,-3,-7,/,-9,-12
O=C1CN(C(=O)CSc2nnc(-c3ccccc3)n2Cc2ccc3c(c2)OCO3)c2ccccc2N1,13,5,1,3,1,-19,1,9
O=C(O)c1ccc2c(=O)n3c(nc2c1)/C(=C/c1ccc(Cl)c([N+](=O)[O-])c1)CC3,5,7,4,0,-10,-17,-10,-15

# 4 compounds from above, showing only Jurkat NFkB inh and CCR6 antag:
Molecule | Jurkat NFkB inh | CCR6 antag
Cc1cc(C)n2nc(C(=O)Nc3ccc4c(c3)CCC4)nc2n1 | -52 | -11
Clc1ccccc1N1CCN(Cc2ccco2)CC1 | -25 | -9
O=C1CN(C(=O)CSc2nnc(-c3ccccc3)n2Cc2ccc3c(c2)OCO3)c2ccccc2N1 | 13 | 1
O=C(O)c1ccc2c(=O)n3c(nc2c1)/C(=C/c1ccc(Cl)c([N+](=O)[O-])c1)CC3 | 5 | -10

# Additional structures
SMILES,Jurkat NFkB inh,Apaf-1 inh,SENP8 block,EBI2 block,UBC13 polyUb,Gli-Sufu antag,CCR6 antag,697 NFkB inh
O=C(Cn1cnc2ccccc21)N/N=C/c1cccc([N+](=O)[O-])c1,6,4,4,0,5,16,0,9
c1ccc(-n2ncc3c(NCCCN4CCOCC4)ncnc32)cc1,-88,12,-14,-1,-9,-56,1,-47
CC1CCC(NC(=O)c2cc(S(=O)(=O)N3CCCCC3)ccc2N2CCOCC2)CC1 (stereo unspecified),-13,-2,8,0,6,1,19,1
CN(C)CCCNc1oc(/C=C/c2ccccc2)nc1C#N,-66,3,-12,-3,11,8,6,-23
Cc1cc[n+](CC(=O)c2ccc3c(c2)OCCO3)cc1,-5,-16,-13,-1,3,-2,-1,-1
CO/N=C/C=C1/N(C)c2ccccc2C1(C)C,10,6,-5,2,-9,1,11,2
O=C(CN1CCC(n2nnc3cc(F)ccc32)CC1)NNC(=O)c1ccccc1,4,-16,1,-3,-2,1,-5,9
O=C(COc1nsnc1N1CCOCC1)N/N=C/c1ccccc1O,-6,7,1,-6,11,9,0,-1
CCCOc1ccccc1N/C(=N\S(=O)(=O)c1ccc(C)cc1)Nc1nc(C)cc(C)n1,12,15,-2,25,-4,2,1,-8
O=C(CCCN1C(=O)c2ccccc2C1=O)NC1CCCCCC1,-5,1,5,2,-2,-1,9,2
CCc1c(C)nc2cc(-c3ccc(Cl)cc3)[nH]n2c1=O,-55,-2,-8,-9,9,-113,0,-106
Fc1ccccc1Cc1noc(CN2CCCC(CN3CCOCC3)C2)n1 (stereo unspecified),-5,-11,3,-6,-6,25,10,10
CCOC(=O)C(NC(C)=O)(Nc1ccc(S(=O)(=O)Nc2nccs2)cc1)C(F)(F)F (stereo unspecified),4,3,1,-23,-1,-8,0,-2
Cc1cnc(C(=O)N2CCN(c3ccc(C(F)(F)F)cn3)CC2)cn1,0,16,5,0,3,11,6,-2
COc1cc(OC)cc(C(=O)NCCNc2nc3cc(C)cc(C)c3cc2C#N)c1,3,2,-5,7,15,-1,0,0
COC(=O)CCN(C(=O)c1ccc(C)c([N+](=O)[O-])c1)c1ccccn1,5,-1,-2,-7,4,-6,-3,14
COc1ccc([C@H]2[C@H]3C=CC[C@@H](C)[C@@H]3C(=O)N2Cc2ccccc2)cc1Cl,13,17,-3,15,-1,2,18,6
O=C(CSc1nnc2ccccn12)NNC(=O)c1ccc(Br)cc1,13,-6,0,7,5,-6,-10,-1
CCCNC(=O)NS(=O)(=O)c1ccc(Cl)cc1,11,-1,-2,-3,7,3,15,5
COc1ccc(NC(=O)CN2C(=O)NC3(CCCC3)C2=O)cc1S(=O)(=O)N1CCCCC1,9,-7,-1,-11,4,-6,4,18
CCOC(=O)C1CCCN(c2nc3ccccc3nc2C(C#N)C(=O)OC(C)C)C1 (stereo unspecified),-2,7,2,2,12,-13,20,6
CS(=O)(=O)N1CCN(C2Cc3ccccc3C2)CC1,3,-2,-4,-2,2,-7,-8,3
Nc1ccn(Cc2ccccc2)n1,-2,-4,-5,-12,-2,-15,3,-14
COc1ccc(N2CCN(C3CCCN(Cc4cccc(C)c4)C3)CC2)cc1 (stereo unspecified),12,-2,-9,-2,2,27,3,4
CCOC(=O)C1CCN(C(=O)CCNC(=O)c2ccccc2OC)CC1,-4,10,2,0,10,-1,0,-4
CC(=O)Nc1ccc(C(=O)N/C(=C\c2ccccc2)C(=O)Nc2cccc(C(=O)O)c2)cc1,3,-17,5,-10,-5,1,15,11
CCC(C)NC(=O)CSc1nc2c(sc3ccccc32)c(=O)n1CCCN1CCOCC1 (stereo unspecified),4,-2,-2,11,-7,2,7,-11
COc1ccccc1NC(=O)c1ccc(N2CC3CC(C2)c2cccc(=O)n2C3)c(NC(=O)c2ccncc2)c1 (stereo unspecified),5,13,3,-2,-13,-7,-10,-11
COc1ccc(N(CC(=O)Nc2ccc3c(c2)OCO3)S(=O)(=O)c2ccccc2)cc1OC,11,-15,1,-7,3,4,11,8
COc1cccc(NC(=O)CN(C)S(=O)(=O)/C=C/c2ccccc2)c1,1,4,4,0,9,-2,9,8
CCN(CC)CCC(=O)N1c2ccccc2Sc2ccc(NC(=O)OC)cc21,-15,0,-9,4,3,12,10,-14
NS(=O)(=O)c1ccc(CCNC(=O)c2ccc3c(c2)OCCO3)cc1,5,-10,2,-1,4,0,12,17
Fc1ccccc1CN1CCN(c2ncccn2)CC1,0,0,-4,-1,5,-11,-2,-5
O=C(NCc1ccco1)c1cc2nc(C3CC3)cc(C(F)(F)F)n2n1,-3,-1,2,-2,-6,35,0,4
Cc1sc2ncnc(N3CCC(C(=O)Nc4nnc(CC(C)C)s4)CC3)c2c1C,1,30,1,9,-1,11,14,-15
CN(Cc1cnccn1)Cc1c(C(=O)N2CCc3ccccc3C2)nc2ccc(Cl)cn12,-10,5,6,1,-4,5,6,-22
Cc1ccc(C(=O)NNC(=O)CSc2nnc(C3CC3)n2C)cc1,-5,0,1,6,7,43,8,20
CC(=O)N1CCOc2cc(S(=O)(=O)NC(C)c3ccccc3)c(Cl)cc21 (stereo unspecified),3,12,-13,15,-6,/,2,-19
Cc1cc(C)cc(Nc2cc(C)nc3nc(C)nn23)c1,0,5,1,-16,7,-1,8,-11
CC(=O)N1CCN(c2ccc(NC(=O)c3ccc([N+](=O)[O-])cc3Cl)cc2)CC1,-3,-15,-3,1,-10,0,-7,9
Cn1ccnc1SCC(=O)Nc1ccc(Br)cc1C(F)(F)F,-12,-1,2,-8,1,-25,16,-25
CCOC(=O)c1cnc(SCC(=O)Nc2ccc(N3CCOCC3)cc2)nc1N,-4,-7,-10,/,-3,/,/,21
COc1ccc(-c2cc(C(=O)Nc3cc(S(=O)(=O)N4CCOCC4)ccc3N3CCOCC3)c3ccccc3n2)cc1,14,12,2,-14,8,7,8,13
Clc1ccc(OCCCn2cncn2)cc1Cl,-8,4,-6,-19,-11,7,6,-5
O=C(CCc1ccccc1)Nc1cc2c3c(c1)CCC(=O)N3CCC2,13,2,-4,-9,-1,-2,13,6
Cc1nc(CN2CCCCC2)cc(=O)[nH]1,-6,-3,-14,3,3,-1,7,8
O=C(N/N=C/c1cccc(NC(=O)c2ccc(Cl)cc2)c1)c1ccc(O)cc1,-19,-11,-10,5,-9,-69,13,-51
COc1ccc(N2CCN(C(=O)COc3ccc4ccccc4c3)CC2)cc1,18,0,-3,85*,4,-26,-2,26
Cc1cccc(CSC2=NCCN2C(=O)c2ccco2)c1,-6,1,7,2,4,-2,4,1
CCCC(C)NC(=O)Cc1ccc(Br)cc1 (stereo unspecified),-8,9,-9,-10,0,0,0,-31
CCOC(=O)c1ccccc1NC(=O)COC(=O)C(CC(C)C)NC(N)=O (stereo unspecified),-1,12,-9,-9,4,-2,9,-8

# Already shown: an excerpt of the list.
SMILES,Jurkat NFkB inh,Apaf-1 inh,SENP8 block,EBI2 block,UBC13 polyUb,Gli-Sufu antag,CCR6 antag,697 NFkB inh
COc1ccc(N2CCN(C(=O)COc3ccc4ccccc4c3)CC2)cc1,18,0,-3,85*,4,-26,-2,26
Cc1cccc(CSC2=NCCN2C(=O)c2ccco2)c1,-6,1,7,2,4,-2,4,1
CCCC(C)NC(=O)Cc1ccc(Br)cc1 (stereo unspecified),-8,9,-9,-10,0,0,0,-31
CCOC(=O)c1ccccc1NC(=O)COC(=O)C(CC(C)C)NC(N)=O (stereo unspecified),-1,12,-9,-9,4,-2,9,-8
